# Bioassay records (PubChem BioAssay)
# Nrf2 block: Nrf2 qHTS screen for inhibitors; Potency, µM (series often up to 46 µM), for the others: top-dose activity change, negative = inhibition, hits mostly inhibitors; hit rate 2.1% among 360,000; A549 ARE-Fluc reporter, luciferase luminescence, 18-24 h; note: potency is the fitted concentration of half-maximal effect; % is set by controls: 0 for no effect and ±100 for the full control effect; nearly all actives have a fitted effect of over 60% in size
#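 Nrf2 activity is the BugLite luminescence, read 15 min after reagent at room temperature, following CellTiter-Fluor cytotoxicity readout (30 min, 37C). Compound titrations were applied for 18-24 h to 5000 A549 ARE_Fluc cells/well in 5% FBS OPTI-MEM.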
# TGFb SMAD3 inh: qHTS for Inhibitors of TGF-b. hit rate 1.2% among 410,000. Potency, µM (titrated, usually from 46.1 µM), for inactives: at the top dose activity, negative = inhibition, usual class: inhibitors. AID 588855, 2011. HepG2 CAGA-GFP TGF-b/SMAD3 reporter, GFP fluorescence, 18 h; TGF-beta stimulated, 500 pg/mL final; note: potency is the fitted concentration of half-maximal effect; % is set by controls: 0 for no effect and ±100 for the full control effect; nearly all actives have a fitted effect of over 65% in size
#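 Inhibition was scored as loss of TGF-beta-induced (500 pg/mL final, 18 hours, 37 degrees C) GFP in HEPG2 cells carrying a CAGA-GFP reporter, in DMEM with 1% FBS. Well GFP was summed per cell; Activity was normalised to unstimulated and stimulated DMSO wells, then concentration-response fitting.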
# EPAC2 agonist: qHTS for Agonist of cAMP-regulated guanine nucleotide exchange factor 4 (EPAC2): primary screen. EPAC2 activation, biochemical qHTS; response scale: 100% = 6.5 mM cAMP response. Potency, µM (top dose mostly 154 µM), for inactives: at the highest dose activation, actives largely listed as activators. hit rate 0.079% among 360,000. AID 720711, 2013; note: potency is the fitted concentration of half-maximal effect; nearly all actives have a fitted effect of over 50% in size
# Target sequence (Q8WZA2 whole entry, looked up): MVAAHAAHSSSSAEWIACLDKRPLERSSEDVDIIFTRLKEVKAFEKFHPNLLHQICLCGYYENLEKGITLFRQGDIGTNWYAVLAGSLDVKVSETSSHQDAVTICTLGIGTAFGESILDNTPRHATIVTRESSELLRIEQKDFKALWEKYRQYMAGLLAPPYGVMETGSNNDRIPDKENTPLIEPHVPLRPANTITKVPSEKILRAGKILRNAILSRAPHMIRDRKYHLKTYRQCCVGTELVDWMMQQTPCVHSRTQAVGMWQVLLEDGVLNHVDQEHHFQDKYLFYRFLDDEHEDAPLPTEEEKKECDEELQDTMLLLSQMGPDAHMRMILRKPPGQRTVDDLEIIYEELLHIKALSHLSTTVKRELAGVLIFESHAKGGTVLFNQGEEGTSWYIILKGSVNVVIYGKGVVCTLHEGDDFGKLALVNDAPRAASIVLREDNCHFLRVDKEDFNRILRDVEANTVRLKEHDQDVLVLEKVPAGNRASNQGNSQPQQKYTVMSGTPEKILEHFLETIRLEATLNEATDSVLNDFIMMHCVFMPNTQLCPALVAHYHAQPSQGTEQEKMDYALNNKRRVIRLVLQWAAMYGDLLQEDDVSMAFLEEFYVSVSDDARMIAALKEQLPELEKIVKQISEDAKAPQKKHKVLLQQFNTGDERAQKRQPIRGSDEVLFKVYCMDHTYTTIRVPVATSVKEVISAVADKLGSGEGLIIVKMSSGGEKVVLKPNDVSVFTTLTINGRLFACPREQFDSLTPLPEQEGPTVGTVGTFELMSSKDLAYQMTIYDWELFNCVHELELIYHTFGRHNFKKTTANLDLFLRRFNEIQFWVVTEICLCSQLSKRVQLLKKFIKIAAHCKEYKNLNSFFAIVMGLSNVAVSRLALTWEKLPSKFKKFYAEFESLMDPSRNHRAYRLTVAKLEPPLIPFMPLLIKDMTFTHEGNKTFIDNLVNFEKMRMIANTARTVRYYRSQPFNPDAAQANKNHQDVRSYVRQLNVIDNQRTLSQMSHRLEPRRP
#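 In this primary screen, activation is scored as increased exchange of BODIPY-GDP from Rap1B by 100 nM EPAC2, with 50 uM GDP as competitor. Signal is normalized to the 6.5 mM cAMP agonist control.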
# EPAC2 antag: qHTS for Antagonist of cAMP-regulated guanine nucleotide exchange factor 2 (EPAC2): primary screen; Potency, µM (titrated, usually from 114 µM), without a hit: at the highest dose activity, negative = inhibition, actives largely listed as inhibitors; AID 720708, 2013; EPAC2 GEF exchange of Rap1B-BODIPY-GDP, fluorescence; hit rate 0.18% among 360,000; Rap guanine nucleotide exchange factor 4 (Homo sapiens), Q8WZA2; note: potency is the fitted concentration of half-maximal effect; % is set by controls: 0 for no effect and ±100 for the full control effect; nearly all actives have a fitted effect of over 45% in size; many of its hits are not listed in these tables
# Akt phos inh: HTS Assay for Inhibitors of Akt Phophorylation: Primary Screen; Neuro2A IGF-stimulated pAkt S473 HTRF, 20 min; hits give low values; activity change, % for hits at 50 µM; hit rate 0.32% among 360,000; in the data active = activity change below about -80%; inconclusive = mostly about -51% to -80%; note: % is set by controls: 0 for no effect and ±100 for the full control effect
#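 Neuro2A cells (4,500/well, DMEM with 0.5% FBS) were treated with compound at a single 50 µM final concentration, stimulated with 6 nM IGF for 20 min at 37 °C, and lysed. Phospho-Akt Ser473 was read by HTRF as 665/615 ratio ×10^4.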
# CCT modulator: High-Throughput Screening for Modulators of Cytosolic Chaperonin Activity; purified chaperonin ATPase assay, HTRF ADP detection, 30 min; activity change, % (concentration not given with the values), hits read low; hit rate 0.3% among 360,000; AID 651819, 2012; in the data active = activity change below about -30%; note: % is set by controls: 0 for no effect and ±100 for the full control effect
#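 TRiC (40 or 20 nM final, by batch activity) in 30 mM Tris pH 7.4, 100 mM KCl, 5 mM MgCl2, 1 mM DTT was treated with compound at 76 uM single dose, then 10 uM ATP, 30 min at 37 °C. ADP was read by HTRF Transcreener.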
# MmCpn inh: Inhibitors of TCP-1 ring complex (TRiC) of Methanococcus maripaludis (MmCpn): qHTS; Chaperonin Mm-Cpn (Methanococcus maripaludis); purified Mm-Cpn ATPase, ADP Transcreener TR-FRET; Potency, µM (series often up to 76.9 µM), without a hit: at the top dose activity, negative = inhibition, most hits filed as inhibitors; hit rate 0.031% among 330,000; note: potency is the fitted concentration of half-maximal effect; % is set by controls: 0 for no effect and ±100 for the full control effect; nearly all actives have a fitted effect of over 80% in size
#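 Purified archaeal chaperonin (25 nM final) was preincubated with compound for 10 min at 37°C, then ATP (10 uM final) was added for 30 min at 37°C in Tris pH 7.4/KCl/MgCl2/DTT buffer. ADP was quantified by HTRF Transcreener TR-FRET.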
# Nrf2 activator: qHTS of Nrf2 Activators | AREc32 ARE-luciferase reporter (MCF7-derived line), luminescence, 24 h | Potency, µM (series often up to 46.1 µM), for inactives: top-dose activation, most hits filed as activators | hit rate 0.31% among 410,000 | AID 624171, 2012; note: potency is the fitted concentration of half-maximal effect; % of control where 0% means no effect; nearly all actives have a fitted effect of over 65% in size
#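 Reporter line AREc32 (ARE-Fluc), seeded overnight in OPTI-MEM with 5% FBS; compound pin-transferred, 24 hr at 37 deg C, 5% CO2; luminescent read-out.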
# A549 viability: Nrf2 qHTS screen for inhibitors: counterscreen for cytotoxicity | A549 ARE-Fluc cells, CellTiter-Fluor viability, 18-24 h | Potency, µM (top dose mostly 46 µM), inactives show at the highest dose activity change, negative = cytotoxicity, hits mostly inhibitors | hit rate 0.16% among 390,000 | AID 504648, 2011; note: potency is the fitted concentration of half-maximal effect; % is set by controls: 0 for no effect and ±100 for the full control effect
#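 A549 ARE-Fluc cells in 5% FBS OPTI-MEM, 5000 cells/well, rested 2 h then exposed to compounds in concentration-response for 18-24 h at 37 °C. Viability by CellTiter-Fluor fluorescence (Ex 405/Em 525) after 30 min; luciferase luminescence (BugLite, 15 min, RT) read afterwards.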
# * hit, by the source's call; i = inactive; ? = inconclusive; · = not tested or not shown; [ ] = remark or other dose. Unless noted, calls come from the whole dose curve; as a rule, active = well fitted curve in the direction sought with a large enough effect; inconclusive = small, poorly fitted or top-dose-only effect, or another doubt; inactive = no such curve, though single readings can be large; an effect the other way counts as inactive or inconclusive.
SMILES,Nrf2 block,TGFb SMAD3 inh,EPAC2 agonist,EPAC2 antag,Akt phos inh,CCT modulator,MmCpn inh,Nrf2 activator,A549 viability
O=C(Cn1cnc2ccccc2c1=O)Nc1nc2ccccc2s1,12.8%,-8.0%,13.2%,5.4%,i,-2.7,-8.5%,0.4%,1.0%
COC(C[C@H]1O[C@@H]1[C@H](O)COCc1ccccc1)OC,-10.0%,9.0%,-2.8%,11.7%,i,-12.1,2.0%,1.6%,4.8%
COC(=O)CC1Oc2ccccc2N(Cc2ccc(C)cc2)C1=O (stereo not drawn),-8.9%,15.4%,6.0%,-2.0%,i,-2.0,-3.5%,0.5%,1.7%
COc1ccc(-n2nc(C(=O)NCC(=O)N(C)Cc3ccccc3)c3ccccc3c2=O)c(OC)c1,-29.4%,16.0%,5.4%,-8.9%,i,-0.4,0.4%,-0.2%,-2.6%
COc1ccc(C(=O)N2CCc3[nH]nc(-c4ccccc4)c3C2)cc1,-23.6%,-5.8%,-2.4%,0.0%,i,2.4,1.3%,2.7%,-0.2%
CC(C)(C)c1ccc(C(=O)NCC(=O)N2CCCC2)cc1,?,-21.0%,-1.3%,4.9%,i,-1.1,2.7%,2.9%,1.1%
Cc1ccc(NCc2ccccc2OCc2ccccc2F)cc1,-12.6%,3.2%,16.2%,-0.3%,i,-0.7,0.5%,6.0%,-1.9%
C[C@@H](C(O)c1ccccc1)N(C)C(=O)CCc1ccccc1 (stereo partly drawn),10.8%,-1.2%,2.2%,14.9%,i,-1.9,-2.8%,-0.1%,-1.7%
C/C(Cn1ncc(N2CCOCC2)c(Cl)c1=O)=N\O,-6.0%,-17.0%,3.4%,5.3%,i,-3.1,-1.8%,-0.6%,-13.2%
COc1ccc(S(=O)(=O)N(C)C[C@H]2OCc3cnnn3CCCC(=O)N([C@H](C)CO)C[C@H]2C)cc1,·,14.5%,17.8%,-10.4%,i,0.8,·,-0.1%,·
COc1ccccc1CN1CCC(n2nccc2NC(=O)c2ccccc2Cl)CC1,17.8%,-10.1%,2.3%,-3.8%,i,0.9,0.1%,-0.7%,1.1%
Cc1cc2cc(CN(Cc3ccco3)C(=O)C3CCCCC3)c(=O)[nH]c2cc1C,8.5%,0.6%,-11.9%,7.7%,i,-0.6,-2.7%,2.5%,-0.1%
COCCn1c(SCC(=O)/C=C2\N(C)c3ccccc3C2(C)C)nnc1-c1ccncc1,23.1µM*,-13.9%,-1.2%,-7.0%,i,0.8,?,-0.8%,-27.3%
CCc1nnc(NC(=O)CSc2nnc(-c3ccco3)n2CCOC)s1,-1.6%,2.9%,5.2%,4.1%,i,2.7,-1.8%,-0.8%,1.7%
COc1ccc(Oc2cccc(Cl)c2CNC(=O)CSCC(=O)O)cc1,-11.2%,-10.3%,10.0%,-14.8%,i,-2.1,-3.6%,-0.2%,-1.3%
Cc1cccc(-c2noc(CN(C(=O)COc3ccc(C(C)C)cc3)C(C)C)n2)c1,?,?,·,·,·,·,·,0.9%,-12.9%
O=C(COC(=O)Cc1ccc(Cl)c(Cl)c1)NCCc1ccccc1,·,-10.5%,7.5%,-14.5%,i,-0.8,·,-0.7%,·
CCOC(=O)c1cccc(NC(=O)CCc2nnc3ccc(N4CCOCC4)nn23)c1,-16.2%,0.1%,-1.0%,-4.4%,i,1.3,-0.9%,-0.5%,-0.3%
Cc1csc(=O)n1CC(=O)OCc1nnc(-c2ccccc2)o1,8.7%,-10.8%,-3.8%,-4.3%,i,2.6,-0.5%,2.3%,1.7%
CCOc1ccc(S(=O)(=O)Nc2ccc(S(=O)(=O)N3CCCCC3)cc2)cc1,-14.0%,-9.0%,8.7%,-10.7%,·,-0.6,-3.3%,0.1%,-2.8%
C=CCC1(CC=C)CCCN1C(=O)C1CCC(=O)N(CCc2ccccc2)C1 (stereo not drawn),?,-11.8%,-1.6%,8.5%,i,-1.9,-1.2%,4.0%,-13.5%
O=C(NCC1COc2ccccc2O1)c1cccc(S(=O)(=O)N2CCN(c3ccccc3)CC2)c1 (stereo not drawn),?,0.0%,4.3%,-1.8%,i,-1.3,-1.7%,0.2%,-2.6%
Cc1ccccc1NC(=O)Cc1c(O)c2ccccc2[nH]c1=O,1.5%,8.3%,6.0%,7.4%,i,0.3,-5.3%,-0.6%,-0.1%
COc1ccc(-n2cnnc2SCCC#N)cc1,-3.9%,-3.9%,3.2%,1.6%,i,1.0,-2.7%,0.3%,0.1%
CC1CCN(CCc2nc3cc(NC(=O)C(C)C)ccc3n2C)CC1,9.5%,-2.0%,-1.4%,3.2%,i,-0.7,1.7%,-0.7%,-7.9%
CCOC(=O)N1CCN(C(=O)C[C@@H]2C[C@@]3(C(=O)OCC)CCCC=C3N(Cc3ccc4c(c3)OCO4)C2=O)CC1,·,·,-16.1%,-6.0%,i,-1.2,·,-0.9%,·
CC(C)[C@H](NC(=O)[C@@H]1CSC2c3ccccc3C(=O)N21)C(=O)NCC1CCCO1 (stereo partly drawn),-1.7%,4.8%,1.8%,18.7%,i,-0.3,0.4%,0.1%,3.6%
O=C(Cn1nc(C(F)(F)F)c2c1CCCC2)Nc1ccc(F)c(Cl)c1,?,11.2µM*,·,·,·,·,·,-0.4%,-19.5%
COc1ccc(S(=O)(=O)Nc2ccc3c(c2)n(C)c(=O)n3C)cc1F,?,-0.5%,10.5%,-2.4%,i,0.2,2.0%,5.3%,-1.4%
CCn1nnc2cc(C(=O)Nc3ccc(Cl)cc3C)ccc21,59.0%,-7.0%,·,·,·,·,·,-0.6%,21.4%

# Single values from the list.
# `Cc1cccc(-c2noc(CN(C(=O)COc3ccc(C(C)C)cc3)C(C)C)n2)c1` in A549 viability is listed with -12.9%
# `COC(C[C@H]1O[C@@H]1[C@H](O)COCc1ccccc1)OC` in Nrf2 block is listed with -10.0%

# Other results follow.
SMILES,Nrf2 block,TGFb SMAD3 inh,EPAC2 agonist,EPAC2 antag,Akt phos inh,CCT modulator,MmCpn inh,Nrf2 activator,A549 viability
Fc1ccc2c(c1)C(c1ccncc1)=NNC(c1cccnc1)=N2,2.7%,3.6%,10.3%,-6.0%,·,-0.8,1.8%,-0.2%,-0.9%
COC(=O)c1sccc1NC(=O)c1c(Cl)cccc1Cl,?,-16.5%,14.2%,?,i,-5.2,-2.6%,4.0%,-0.4%
CCOC(=O)Nc1cccnc1Sc1ccc(Cl)cc1,7.2%,?,8.5%,?,i,1.3,·,0.6%,1.1%
Cc1cc(C)c(NC(=O)Cn2c(=O)n(CCC(C)C)c(=O)c3cccnc32)c(C)c1,3.0%,44.4%[activator],·,·,·,·,·,0.2%,-6.2%
CCc1ccc(N(C(=O)Cc2cccs2)C(C(=O)NC2CCCCC2)c2cn(C)nc2C)cc1 (stereo not drawn),5.6%,0.0%,-4.9%,-1.4%,·,0.2,2.6%,0.4%,-12.9%
Cc1ccc(CN2CC(N3CCN(C4CCN(C)CC4)CC3)CS2(=O)=O)cc1 (stereo not drawn),·,6.7%,9.9%,10.5%,i,-2.4,·,-1.3%,·
CCOC(=O)CCC(=O)O[C@H]1[C@H](O[C@@H]2[C@@H](C)[C@H](O[C@H]3C[C@@](C)(OC)[C@@H](O)[C@H](C)O3)[C@@H](C)C(=O)O[C@H](CC)[C@@](C)(O)[C@H](O)[C@@H](C)C(=O)[C@H](C)C[C@@]2(C)O)O[C@H](C)C[C@@H]1N(C)C,3.8%,7.4%,-0.9%,6.9%,·,-1.2,-1.4%,0.4%,1.3%
CN(c1ccccc1)S(=O)(=O)c1cccc(NC(=O)c2cc(=O)c3ccccc3o2)c1,?,6.7%,19.2%,-6.2%,i,1.0,0.0%,-0.6%,-7.8%
CSCCC(NC(=O)c1ccccc1Cl)C(=O)NCCOc1ccccc1 (stereo not drawn),4.2%,-1.0%,0.2%,-5.4%,i,-1.0,1.9%,2.4%,1.6%
S=C(NCc1ccc(Cl)cc1Cl)Nc1ccccc1,-20.5%,?,24.5%,-7.0%,i,0.3,0.4%,0.0%,-6.9%
CCC(=O)N1c2ccc(S(=O)(=O)N3CCN(c4cc(C)ccc4C)CC3)cc2CC1C (stereo not drawn),16.4µM*,4.5%,3.5%,-7.5%,i,-1.7,-10.8%,-1.3%,6.4%
CNC(=O)C(=O)Nc1ccc2c(c1)N(S(=O)(=O)c1cccs1)CCC2,-8.9%,9.1%,0.3%,3.7%,i,0.0,-1.9%,-0.7%,-7.1%
COC(=O)[C@H](CCSC)NC(=O)N1CCN(Cc2ccccc2)CC1,·,?,3.9%,1.8%,·,-1.6,-0.5%,-1.1%,8.0%
COc1ccc(CCNC(=O)c2ccc3c(c2)N(Cc2ccc(F)cc2)CCS3)c(OC)c1,29.5%,-14.4%,5.3%,0.6%,i,0.4,?,-0.4%,-4.4%
Cc1c(C(=O)NCc2ccccc2)sc2nc3n(c(=O)c12)CCCCC3,-11.8%,-0.5%,·,·,·,·,·,4.9%,?
Cc1ccc(-c2nc(SCC(=O)NCC3CCCO3)c(-c3ccc(Cl)cc3)[nH]2)cc1 (stereo not drawn),0.0%,?,-8.1%,-1.1%,i,-2.5,-1.4%,-0.2%,0.0%

# Not all compounds are listed; rates above refer to the full screens.
